D1 agonist: Allosteric Agonists of the Human D1 Dopamine Receptor: qHTS; D(1A) dopamine receptor (Homo sapiens), P21728; HEK293 T-REx D1 cells, calcium flux, agonist mode; activation, % at 2 µM; 1% of 360,000 active; AID 504660, 2011; in the data active = activation above about 30%; note: 0% is about no effect
Target sequence (P21728 whole entry, looked up): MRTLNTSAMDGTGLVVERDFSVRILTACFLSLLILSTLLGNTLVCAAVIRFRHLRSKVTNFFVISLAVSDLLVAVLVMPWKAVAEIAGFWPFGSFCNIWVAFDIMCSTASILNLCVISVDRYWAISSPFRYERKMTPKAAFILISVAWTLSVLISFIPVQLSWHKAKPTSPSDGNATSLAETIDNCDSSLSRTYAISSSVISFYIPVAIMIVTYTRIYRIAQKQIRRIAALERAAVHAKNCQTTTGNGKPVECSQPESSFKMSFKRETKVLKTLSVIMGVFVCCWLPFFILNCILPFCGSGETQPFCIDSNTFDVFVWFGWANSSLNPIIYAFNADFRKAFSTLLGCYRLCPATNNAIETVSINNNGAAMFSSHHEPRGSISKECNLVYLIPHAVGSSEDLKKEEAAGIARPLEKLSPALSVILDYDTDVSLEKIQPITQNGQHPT
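Agonism was scored from calcium flux recorded over 180 s (1 read/s) after pintool compound addition, following a 10-cycle baseline. Cells were inducible force-coupled HEK293 TREx D1, plated overnight at 30 C and loaded with no-wash calcium dye.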
TRHR enhancer: qHTS for Small Molecule Agonists and Allosteric Enhancers of Human TRH Receptor: Primary Screen for Enhancers | Thyrotropin-releasing hormone receptor (Homo sapiens), P34981 | TRHR cells, fluo-8 calcium fluorescence, EC20 TRH enhancement | enhancement, % at 2 µM | 0.66% of 360,000 active; in the data active = enhancement above about 30%; note: 0% is about no effect
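TRHR-expressing cells loaded with fluo-8 calcium dye were read kinetically (ex 480/em 530) during compound addition, then stimulated with an EC20 of TRH (10 nM final). Enhancement of the Gq-mediated intracellular calcium response was scored.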
D2 PAM: HTS Assay for Positive Allosteric Modulators of the Human D2 Dopamine Receptor: Primary Screen for Potentiators; HEK293 T-REx D2, calcium flux, EC20 dopamine potentiation; 0.34% of 340,000 active; potentiation, % at 10 µM; AID 485347, 2010;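 active = potentiation over 3 SD above the plate norm, cut at about 30% in these data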; note: 0% is about no effect
Target sequence (P14416 whole entry, looked up): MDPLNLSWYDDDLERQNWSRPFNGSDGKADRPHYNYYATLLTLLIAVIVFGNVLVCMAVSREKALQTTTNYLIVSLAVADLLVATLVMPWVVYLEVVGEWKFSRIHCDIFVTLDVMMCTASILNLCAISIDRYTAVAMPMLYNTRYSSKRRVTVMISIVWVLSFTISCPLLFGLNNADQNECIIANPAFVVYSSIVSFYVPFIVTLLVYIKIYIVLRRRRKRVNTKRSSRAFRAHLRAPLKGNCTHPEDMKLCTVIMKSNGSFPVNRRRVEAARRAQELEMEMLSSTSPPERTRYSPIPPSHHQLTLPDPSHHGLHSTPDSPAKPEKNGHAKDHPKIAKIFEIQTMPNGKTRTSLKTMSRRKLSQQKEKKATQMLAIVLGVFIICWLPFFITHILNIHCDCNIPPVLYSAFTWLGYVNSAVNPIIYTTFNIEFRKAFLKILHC
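Tetracycline-induced Hek293 Trex D2 cells, force-coupled to calcium, loaded with no-wash calcium dye. Compound added with 180 s kinetic read for agonism, then EC20 dopamine and a further 180 s read for potentiation.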
Anesthetic bind: qHTS Assay for Identification of Novel General Anesthetics; AID 485281, 2010; apoferritin/1-aminoanthracene competitive binding, fluorescence; 0.074% of 350,000 active; Potency, µM (top dose mostly 77.5 µM), for inactives: at the highest dose activity change, negative = displacement, hits mostly inhibitors; note: potency is the fitted concentration of half-maximal effect; % is set by controls: 0 for no effect and ±100 for the full control effect; nearly all actives have a fitted effect of over 20% in size
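Horse-spleen apoferritin (10 uM) in 50% saturated 1-aminoanthracene in PBS was incubated 10 min at room temperature with compound. Fluorescence (ex 380, em 535 nm) was normalized to free and bound 1-AMA, with concentration-response fitted by a four-parameter Hill equation.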
D1 PAM: Potentiators of Human D1 Dopamine Receptor: qHTS | D(1A) dopamine receptor (Homo sapiens), P21728 | HEK293 TREx D1 cells, calcium flux, dopamine EC20 potentiation | potentiation, % at 10 µM | 0.036% of 360,000 active | AID 504651, 2011; in the data active = potentiation above about 30%; note: 0% is about no effect
RXFP1 ag: qHTS Assay for Agonists of the Relaxin Receptor RXFP1 | Relaxin receptor 1 (Homo sapiens), Q9HBX9 | HEK293T-RXFP1 cAMP TR-FRET, 30 min; response scale: percent of porcine relaxin response, buffer zero | Potency, µM (top dose mostly 57.5 µM), for inactives: top-dose activation, most hits filed as activators | 0.3% of 370,000 active; note: potency is the fitted concentration of half-maximal effect; % is set by controls: 0 for no effect and ±100 for the full control effect; nearly all actives have a fitted effect of over 60% in size; many of its hits are not listed in these tables
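Agonist response is measured as cAMP accumulation in an RXFP1-transfected HEK293T line under PDE4 inhibition. Values are scaled between buffer-only and 29 nM porcine relaxin, and EC50s come from standard Hill equation fits.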
D1 antag: Antagonist of Human D 1 Dopamine Receptor: qHTS. D(1A) dopamine receptor (Homo sapiens), P21728. HEK293 TREx D1 cells, calcium flux, dopamine EC80; active compounds read low. activity change, negative = inhibition, % at 10 µM. 3.2% of 360,000 active; in the data active = activity change below about -30%; note: % is set by controls: 0 for no effect and ±100 for the full control effect
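Tetracycline-induced HEK293 T-REx cells with force-coupled D1 receptor were loaded with a no-wash calcium dye. Compound was added after a 10 s baseline and read kinetically for 180 s; EC80 dopamine was then added and calcium flux followed another 180 s.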
TRHR ag: qHTS for Small Molecule Agonists and Allosteric Enhancers of Human TRH Receptor: Primary Screen for Agonists. Thyrotropin-releasing hormone receptor (Homo sapiens), P34981. TRHR cells, calcium flux fluo-8, FDSS agonist mode. activation, % at 2 µM. 0.18% of 360,000 active; in the data active = activation above about 30%; note: 0% is about no effect
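Agonist-mode FDSS calcium read (Ex 480/Em 530, 1 s cycles) in 1536-well TRHR cells with fluo-8 dye, after 10-cycle baseline and 23 nL compound addition; TRH at EC20 (10 nM final) added afterwards for the enhancer phase.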
RXFP1 antag: qHTS Assay for Antagonists of the Relaxin Receptor RXFP1. HEK293-RXFP1, relaxin-stimulated cAMP HTRF, 30 min; active compounds read low. 0.59% of 350,000 active. activity change, negative = inhibition, % at 57.5 µM. AID 1259400, 2018. Relaxin receptor 1 (Homo sapiens), Q9HBX9;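 active = activity change of -60% or lower, but not beyond a set lower limit; inconclusive = change between -60% and -40%, or beyond the set limit; inactive = change above -40%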; note: % is set by controls: 0 for no effect and ±100 for the full control effect
An asterisk follows results filed as active; ? = inconclusive; · = no result given; & = joins results of further samples; [ ] = another dose, or the depositor's remark. Unless noted, calls come from the whole dose curve; as a rule, active = well fitted curve in the direction sought with a large enough effect; inconclusive = small, poorly fitted or top-dose-only effect, or another doubt; inactive = no such curve, though single readings can be large; an effect the other way counts as inactive or inconclusive.

no.	SMILES	D1 agonist	TRHR enhancer	D2 PAM	Anesthetic bind	D1 PAM	RXFP1 ag	D1 antag	TRHR ag	RXFP1 antag
1	COc1cc(/C=C/C(C)=O)cc(OC)c1OC	0	1	-4	-6%	-4	-2.7%	-6	0.1	0
2	COc1ccc(/C=N/NC(=O)c2ccc(CN3c4cccc5cccc(c45)S3(=O)=O)cc2)cc1	3	2	38*	3%	2	-1.0%	-10	0.4	-2
3	CCOc1ccc(CCNC(=O)c2cc3cccc4c3n2CCS4)cc1	0	4	6	62%[activator]	-2	12%	0	0.0	-14
4	COc1ccc(-c2nnc(N)s2)cc1	1	-2	2	-14%	-10	0.0%	3	-0.1	-4
5	O=C(Cc1ccccc1)Nc1ccc2[nH]ncc2c1	3	3	6	-22%	-5	3.2%	-17	-0.2	2
6	COc1ccc(Cn2c(-c3ccc(C)cc3)c[n+]3ccccc23)cc1	2	7	-4	-8%	-3	-0.7%	9	0.2	24
7	COc1ccc(NC(=O)c2ccc3nc(C(C)C)oc3c2)cc1OC	7	-3	8	1%	0	1.4%	13	-0.6	·
8	CC(=O)N(C)C1=C(O)c2ccccc2C(=O)C1=O	3	4	20	-6%	-2	0.8%	-2	0.0	27
9	COCCCNC(=O)c1[nH]c2ccccc2c1Sc1ccc(C)cc1	-1	-4	-2	56%[activator]	6	-3.1%	3	-0.7	?
10	Cc1cc(N2CCN(C3CCCCC3)CC2)n2nc(C)nc2n1	-2	5	5	0%	-5	3.5%	5	0.7	5
11	CCc1ccc(Nc2nnc(SCC(=O)N(C)CC(=O)Nc3ccccc3CC)s2)cc1	-1	12	22	-15%	-4	0.9%	-3	-1.2	-25
12	COc1cccc(N2CCN(C(=O)c3cc4c(OC)c(OC)c(OC)cc4[nH]3)CC2)c1	1	0	-12	-8%	1	-0.6%	1	-0.4	8
13	CC(C)(C)NC(=O)NC(=O)COC(=O)c1cccc(S(=O)(=O)N2CCCCC2)c1	1	11	8	4%	3	1.7%	-13	-0.9	-3
14	CC1CC(=O)Nc2ccccc2N1S(=O)(=O)c1ccc(Br)cc1 (stereo not drawn)	0	1	-1	-12%	-6	0.7%	-1	0.3	-3
15	CC(C)(C)c1ccc(O)c(N=Cc2cc(Br)ccc2O)c1	11	2	3	?	1	-0.1%	13	2.7	-18
16	Cc1cccc(NC2=C(Cl)C(=O)OC2OC(=O)c2ccco2)c1 (stereo not drawn)	5	-7	1	?	4	4.9%	12	-0.5	-6
17	Cc1cccc(OCC(=O)N2CCC3(CC2)CC(=O)c2ccccc2O3)c1	0	-6	1	·	-6	0.3%	-10	-0.4	-1
18	CC1(C)Cc2ccccc2-c2nnc(SCC(=O)Nc3nc4ccccc4s3)n21	6	-9	-7	-22%	-2	2.9%	22	1.6	-12
19	N#Cc1ccccc1Cn1c(=O)n(Cc2ccc(C(=O)NCc3ccco3)cc2)c(=O)c2ccccc21	4	20	4	-5%	1	1.3%	-11	-0.4	0
20	CC1CCCC(C)N1CCCNC(=O)CN1C(=O)c2cccnc2Oc2ccc(Cl)cc21 (stereo not drawn)	4	9	2	4%	7	1.9%	3	0.3	·
21	Cc1ccccc1CN(C)C(C)C(=O)Nc1ccccc1F (stereo not drawn)	4	40*	-6	-12%	-1	-0.1%	-13	-0.8	-7
22	CC(C)n1ncc2c(C(=O)N3CCN(Cc4ccc(Cl)s4)CC3)cc(C3CC3)nc21	1	1	7	·	0	-3.6%	8	-0.4	-21
23	COc1ccccc1N1CCN(C(=O)Cn2nc(C(F)(F)F)c3c2CCC3)CC1	0	-5	-6	-6%	-5	2.5%	-16	-0.8	4
24	S=C1NCN(Cc2cccnc2)CN1	0	7	-18	2%	4	-0.1%	-1	0.2	9
25	Clc1ccc(CCNC(c2ccc(Cl)cc2)c2nnc(-c3ccccc3)o2)cc1 (stereo not drawn)	35*	-8	16	14%	-2	4.2%	9	3.9	-16
26	COc1cc(O)c(C(CC(=O)N2CCOCC2)c2ccc3c(c2)OCO3)c(OC)c1 (stereo not drawn)	5	-2	10	-3%&1%	-5	7.9%	-12	-0.5	·
27	O=c1oc2c3c(ccc2c2ccccc12)OCN(Cc1cccc(Cl)c1)C3	0	12	2	3%	0	?	-4	-1.2	2
28	O=C(C1CC1)N1CCN=C1SCc1ccc(Cl)cc1	2	-3	2	?	-4	0.5%	-5	0.0	-3
29	Cc1ccccc1CNCc1c(C(=O)O)c(C)n(Cc2ccc(F)cc2Cl)c1C	-1	7	10	-8%	0	1.1%	14	0.6	-9
30	COC(=O)c1ccc2nc(NC(=O)CCS(=O)(=O)c3ccccc3)sc2c1	2	1	0	0%	1	?	-16	-0.2	-2
31	O=C(Nc1ncc(Cc2ccc(Cl)cc2Cl)s1)c1ccc([N+](=O)[O-])cc1	16	10	9	-6%	-3	0.3%	7	1.9	·
32	CC(C)(C)OC(=O)N/N=C/c1cccc([N+](=O)[O-])c1	1	-3	·	-21%	0	-0.2%	0	0.0	6
33	CC1Cc2ccccc2N1S(=O)(=O)c1cccc(C(=O)NCc2ccccn2)c1 (stereo not drawn)	0	4	4	·	-3	0.4%	-4	-0.5	6
34	CCCCOc1ccc(NC2=NC3(CCCCC3)N=C(N)N2)cc1	1	-2	18	4%	-17	-0.5%	-15	-0.7	12
35	CCN(C(=O)COC(=O)/C=C/c1cnc2ccccc2n1)c1ccccc1	4	2	9	-9%	3	-1.4%	13	-0.2	-1
36	O=C(CN1CCSC1=NCc1ccccc1)c1ccc(Cl)c(Cl)c1	1	8	-2	-20%	6	0.0%	4	0.6	-8
37	COc1ccccc1NS(=O)(=O)c1ccc(NC(=O)c2ccccn2)cc1	11	-5	-8	·	-4	6.1%	-12	0.9	7
38	Cn1c(NC(=O)c2ccc(F)cc2)nc2ccccc21	1	-4	0	-4%	-5	0.9%	-21	-0.6	5
39	CCSc1cnn(-c2ccccc2)c(=O)c1SCC	0	1	7	-22%	-1	?	0	0.1	-37
40	O=C1CCCc2oc3c(cc(NS(=O)(=O)c4ccc5c6c(cccc46)C(=O)N5)c4ccccc43)c21	2	3	-16	-10%	7	3.6%	23	0.1	12
41	Cc1ccc(CN(C)C(=O)C2CCC(=O)N(CC3CCCCC3)C2)o1 (stereo not drawn)	0	3	12	-9%	1	4.3%	16	0.1	-8
42	CC(C)n1c(N2CCN(CC(=O)Nc3ccc4c(c3)OCCO4)CC2)nc2ccccc21	1	3	3	-21%	8	0.1%	-5	0.6	2
43	CC(C)OCCCNC(=O)CCN1C(=O)COc2ccccc21	-1	8	6	5%	-1	2.8%	1	0.2	-9
44	Cc1ccc(Nc2nc(N)nc(CN3CCN(Cc4ccccc4)CC3)n2)cc1Cl	9	-2	-21	-2%	-6	-2.5%	12	-0.2	5
45	O=C(c1cccc([N+](=O)[O-])c1)N1CCN(Cc2ccccc2)CC1	2	-4	2	1%	5	3.1%	2	-0.2	5
46	COc1ccccc1Nc1nc(C)nc2c1oc1ccccc12	0	-2	16	165%[activator]	11	0.0%	12	-1.4	-8
47	COc1ccc(OC)c(C(=O)NC(CC(N)=O)c2ccc(NC(C)C)c([N+](=O)[O-])c2)c1 (stereo not drawn)	1	16	-9	-19%	-5	0.7%	6	-0.8	·
48	CCc1c(C)nc2c(-c3ccccc3)c(C)[nH]n2c1=O	0	-1	-12	-6%	-5	4.4%	12	0.4	8
49	O=C(O)c1cc(-c2ccc(N3CCOCC3)cc2)nn1-c1ccc(F)cc1	1	0	9	-13%	-7	1.7%	-2	0.7	1
50	COc1ccc(N(CC(=O)N/N=C/c2cccs2)S(=O)(=O)c2ccccc2)cc1	2	-1	4	-12%	5	3.7%	-7	0.2	-19
51	COc1cc2c(cc1OC)CN(Cc1ccccc1)CC2	3	2	-18	-12%	-6	-0.1%	14	0.7	3
52	C=CCNC(=S)/N=c1/ccccn1C	1	-2	0	-5%	-4	-0.1%	-10	0.2	0
53	O=C(NCc1ccccn1)C1CCN(S(=O)(=O)c2ccccc2)CC1	0	2	19	-8%	-9	-2.0%	4	0.4	-10

An excerpt from above with just D1 antag and RXFP1 ag:
| No. | structure | D1 antag | RXFP1 ag |
| --- | --- | --- | --- |
| 51 | COc1cc2c(cc1OC)CN(Cc1ccccc1)CC2 | 14 | -0.1% |
| 50 | COc1ccc(N(CC(=O)N/N=C/c2cccs2)S(=O)(=O)c2ccccc2)cc1 | -7 | 3.7% |

Source: PubChem (National Center for Advancing Translational Sciences (NCATS))

This is a subset (hit frequency here may not be typical).
